# TbREL1 inh = TbREL1 inhibition, primary screen; P86926; TbREL1 RNA ligation, FRET fluorescence; inhibition, % at 9.66 µM; 89,000 tested, 0.49% active;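 active = inhibition above the mean inhibition across all screened compounds plus 3 SD, cut at about 11% in these data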;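 note: 0% = plate median of test wells and 100% = NSC42067 control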
# Target sequence (P86926 whole entry, looked up): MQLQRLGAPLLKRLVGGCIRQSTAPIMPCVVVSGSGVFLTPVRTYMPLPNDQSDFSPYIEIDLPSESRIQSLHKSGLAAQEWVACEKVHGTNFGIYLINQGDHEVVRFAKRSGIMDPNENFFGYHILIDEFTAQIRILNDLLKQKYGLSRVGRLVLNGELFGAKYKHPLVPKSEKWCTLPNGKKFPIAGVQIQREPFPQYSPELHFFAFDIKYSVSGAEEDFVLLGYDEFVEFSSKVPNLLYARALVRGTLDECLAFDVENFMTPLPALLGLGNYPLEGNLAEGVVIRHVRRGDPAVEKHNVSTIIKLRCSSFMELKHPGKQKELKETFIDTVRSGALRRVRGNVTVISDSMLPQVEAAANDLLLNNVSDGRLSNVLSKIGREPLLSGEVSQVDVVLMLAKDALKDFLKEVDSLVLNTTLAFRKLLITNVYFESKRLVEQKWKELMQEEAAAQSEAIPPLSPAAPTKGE
# Starred values were filed as active, the others as inactive. Only part of the results is shown (hit frequency here may not be typical).
canonical_smiles	TbREL1 inh
Cc1cc(C(=O)N[C@H](c2ccccc2)[C@@]2(C)C[C@@H]2[C@@H](C)C(=O)Nc2ccc3ccccc3c2)n(C)n1	-3
Cc1cc(NC(=O)CON=C(N)CC(=O)Nc2ccccc2Cl)ccc1Br	2
CO/N=C/C=C1/N(C)c2ccccc2C1(C)C	-3
O=C(CSc1nnc(Cc2cccs2)n1CCc1ccccc1)N1CCCc2ccccc21	-4
CCOC(=O)c1cccc(OCC(O)CNCCOc2ccccc2F)c1 (stereo unspecified)	7
COc1ccc(Cl)cc1NC(=O)CSc1nc(NS(=O)(=O)c2ccc(C)cc2)cc(=O)[nH]1	5
Cc1ccccc1OCC(=O)Nc1cnn(CCCC(=O)O)c1	6
COc1ccc(-c2c(NC(=O)c3ccco3)n(C)c3ccccc3c2=O)cc1	-3
O=C(NCc1cccc(Br)c1)C1CC(c2ccccc2[N+](=O)[O-])=NO1 (stereo unspecified)	-2
COc1ccc(CC2(CO)CCN(Cc3ccc(OC(F)(F)F)cc3)CC2)cc1	-1
CC(C)(C)NS(=O)(=O)CC12CCC(CC1=O)C2(C)C (stereo unspecified)	9
COc1ccc(NC(=O)N(C)C[C@H]2OCCCC[C@@H](C)Oc3ccc(NC(=O)c4ccccc4)cc3C(=O)N([C@H](C)CO)C[C@@H]2C)cc1	-1
CNC(C)C(=O)NC(C(=O)NC(C)C(=O)Nc1cccc2ccccc12)C(C)C (stereo unspecified)	2
Cc1cccc(C)c1OCC(=O)NNC(=O)CCNC(=O)c1ccco1	-2
Cc1ccc(N(C(C)C(=O)Nc2ccccc2C(=O)N2CCOCC2)S(C)(=O)=O)cc1C (stereo unspecified)	-3
O=C(CN1CCCC1)N1c2ccccc2Sc2ccc(C(F)(F)F)cc21	4
O=C(NNC(=O)C1CC2CCC1C2)c1sc2ccccc2c1Cl (stereo unspecified)	0
CC/C(=N\NC(=O)C1CC1)c1cccc(Cl)c1	2
O=C1CCC[C@H]2CC3(CC[C@]24CCCN14)OCCO3	-4
CC(C)C[C@H](NC1(C(=O)NC2CCCCC2)CCCCC1)C(=O)NCCc1c[nH]c2ccccc12	-6
CN(C)/C=N/C(=S)Nc1ccc(F)cc1	-3
CC(C)Oc1ccc(C(CC(=O)O)c2ccc(F)cc2)cc1 (stereo unspecified)	1
CCOc1ccc(/C=N/NC(=O)C(C)N(c2ccc(OC)cc2)S(C)(=O)=O)cc1 (stereo unspecified)	2
COc1ccc(C(CNC(=O)COc2ccc(F)cc2Cl)N2CCOCC2)cc1 (stereo unspecified)	-1
COc1ccc(CNC(=O)OCCN2CCN(Cc3ccccc3)CCC2=O)cc1	-1
NC(=NC(=O)c1cccc(C(F)(F)F)c1)c1ccc(C(F)(F)F)cn1	1
O=c1[nH]c(CN2CCN(C/C=C/c3ccccc3)CC2)nc2cc(Cl)ccc12	-2
CC(C)(C)c1ccc(C2(C)NC(=O)N(CC(=O)Nc3ccc4c(c3)OCO4)C2=O)cc1 (stereo unspecified)	-2
Cc1ccc(C)c2[nH]c(=O)c(CCNC(=O)c3cccs3)cc12	6
O=S(=O)(c1ccccc1)n1nc(-c2ccccc2)nc1NCc1ccco1	0
O=C(CCCNC(=O)c1ccc(Cl)cc1)Nc1ccc(Br)cc1	0
Nc1[nH]c(=O)[nH]c(=O)c1N=Nc1ccc(C(=O)O)cc1	7
NC(=S)N/N=C1\CC(c2ccc3c(c2)OCCCO3)Oc2ccc(F)cc21 (stereo unspecified)	0
CCCCN(C)C(=O)c1sc(=O)n(Cc2ccc(Cl)c(Cl)c2)c1C	-2
Cc1cccnc1NC(=O)CNC(=O)C1CCCCC1	3
Cn1c(=O)c2c(ncn2CC(COCc2ccccc2)OCc2ccccc2)n(C)c1=O (stereo unspecified)	1
O=C(Nc1nnc(-c2ccc(Cl)cc2)o1)c1ccccc1Br	3
COCCn1c(C)cc(C(=O)CSc2nc3ccccc3s2)c1C	-2
Cc1ccc(Nc2nc(-c3cccnc3)cs2)cc1Cl	0
Cc1ccc(N(CCC#N)C(=O)COC(=O)c2ccccc2SCC(=O)N2CCCC2)cc1	-6
O=C(Cn1cncn1)N1CCN(c2ccc(F)cc2)CC1	-2
Cc1ccc(S(=O)(=O)N2CCC(C(=O)N[C@@H](C)C(=O)NCC3CCCO3)CC2)cc1 (stereo partly specified)	4
COc1ccc(-c2noc(CCN3C(=O)c4ccccc4C3=O)n2)cc1OC	0
CN1CCN(c2cccc3c2S(=O)(=O)N[C@@H](Cc2ccccc2)CO3)CC1	1
COC(=O)[C@@]12CCCCC=C1N(CCc1ccc(Cl)cc1)C(=O)[C@H]2CC(=O)NCC1CCCCC1	-5
COc1ccc(C(=O)Nc2ccc(Cl)cc2C(=O)NCCO)cc1	-1
CC(=O)Nc1cccc(-c2nnc(SCC(=O)N3CCCCC3)n2C)c1	1
COc1ccc(C2=C(c3ccccc3)OC(OC)c3cc(F)ccc32)cn1 (stereo unspecified)	4
COCc1nnc(NC(=O)COc2ccc3c(c2)OCO3)s1	-1
CC1(C)OC(=O)C(=NNc2ccccc2[N+](=O)[O-])C(=O)O1	5

# The listing continues.
canonical_smiles	TbREL1 inh
O=C(c1ccc(Cl)c(S(=O)(=O)N2CCc3ccccc3C2)c1)N1CCN(c2ccccc2)CC1	3
COc1ccccc1CN1CCNC(=O)C1CC(=O)NCCC1=CCCCC1 (stereo unspecified)	-1
CCOc1nnc(C)c2c(C)n(-c3cccc(OC)c3)nc12	-1
O=C(CCN1C(=O)CSC1=O)Nc1ccccc1	-1
COc1ccc(NC(=O)COC(=O)CN2C(=O)C3CCCCC3C2=O)cc1OC (stereo unspecified)	4
Cc1cc(-c2nnc3n2N=C(C(C)(C)C)CS3)n[nH]1	-3
C=CCNC(=O)N1CCC(c2nc3ccc(Cl)cc3[nH]2)CC1	6
COc1ccccc1NC(=O)CSc1nc(=O)n(Cc2ccncc2)c2c1CCCC2	-1
O=C(c1ccc(Br)s1)N1CCN(c2ncccn2)CC1	-4
COc1cccc(Cn2c(-c3cccs3)noc2=O)c1	-1
Cc1ccc2cc(C(c3nnnn3Cc3ccccc3)N3CCN(c4ccccc4)CC3)c(=O)[nH]c2c1 (stereo unspecified)	1
COc1cc(NS(=O)(=O)c2ccccc2)ccc1-n1nc(C)cc1C	7
Cc1ccc(C)c(NC(=O)C2CCCN2S(=O)(=O)c2cccc3cccnc23)c1 (stereo unspecified)	-3
CCc1ccccc1NC(=O)C1CCCN(c2nn3c(=O)cc(C)nc3s2)C1 (stereo unspecified)	-2
Cc1cc(C)cc(C(=O)OCC(=O)NC(=O)NC2CCCC2)c1	-2
COc1ccc(-c2cc3c(o2)CCCC3OCCN2CCOCC2)cc1 (stereo unspecified)	-6
CC(=O)N1CCN(C(=O)CNC(=O)c2ccc(C)s2)CC1	2
COc1cc(/C=N/NC(=O)c2ccccn2)ccc1OC(=O)c1cccs1	-1
CC(=O)Nc1ccc(NC(=O)C(=O)NCC(c2ccco2)N2CCc3ccccc32)cc1 (stereo unspecified)	-11
CN1CCN(CCOc2ccc(Cl)c(Cl)c2)CC1	7
COc1ccc(N(Cc2ccc(N(C)C)cc2)C(=O)c2ccc(S(C)(=O)=O)cc2)cc1	-9
CNC[C@@H]1OCc2ccccc2-c2ccccc2C(=O)N([C@@H](C)CO)C[C@@H]1C	-1
C=Cc1cccc(NC(=O)COc2ccccc2)c1	1
Nc1nc(SCC(=O)Nc2ccc(OC(F)(F)F)cc2)[nH]c(=O)c1NC(=O)c1ccc(Br)o1	2
CN(CC(=O)Nc1ccc(C#N)cc1)Cc1ccc(Cl)cc1Cl	-1
CC(NC(=O)NC12CC3CC(CC(C3)C1)C2)C1CCCO1 (stereo unspecified)	-3
COc1ccc(-c2cc3nc(C)cc(N4CC(C)CC(C)C4)n3n2)cc1 (stereo unspecified)	-2
COc1ccccc1CNC(=O)CCS(=O)(=O)c1ccc2c(c1)CCCN2C(C)=O	-2
O=C(CN[C@@H](Cc1c[nH]c2ccccc12)C(=O)NCCc1c[nH]c2ccccc12)NC1CCCCC1	-5
Cc1ccc(Cn2nnc3c(=O)[nH]c(C4CCCN(S(=O)(=O)c5ccccc5F)C4)nc32)cc1 (stereo unspecified)	-2
O=C(NC1CCCCCC1)c1ccc[nH]c1=S	-4
COc1ccc(S(=O)(=O)N2CCC(C(=O)NC3CCCC3)CC2)cc1OC	0
O=c1cc(NCCCO)c2ccccc2o1	2
CCOC(=O)C=Nc1c(N)n(C)c(=O)n(C)c1=O	0
CC(=O)N1CCN(c2ccc(NC(=O)c3ccco3)cc2)CC1	-2
O=C1CC(c2ccc3c(c2)OCO3)N=C2N(CC3CC3)C/C(=C/c3ccccc3)N12 (stereo unspecified)	-4
Fc1cccc(CSc2ncnc3c2oc2ccccc23)c1	0
O=C(CCl)N1CCCC1c1ccc2c(c1)OCCO2 (stereo unspecified)	3
Cc1ccccc1NC(=S)NC(=O)COc1ccccc1C	-4
COC(=O)[C@@H]1C[C@H]2CC[C@H](O)C[C@H]2N1Cc1ccc(C(C)(C)C)cc1	-2

# 15 structures already listed, ordered by SMILES length, highest first:
canonical_smiles	TbREL1 inh
O=C(CN[C@@H](Cc1c[nH]c2ccccc12)C(=O)NCCc1c[nH]c2ccccc12)NC1CCCCC1	-5
Nc1nc(SCC(=O)Nc2ccc(OC(F)(F)F)cc2)[nH]c(=O)c1NC(=O)c1ccc(Br)o1	2
COC(=O)[C@@H]1C[C@H]2CC[C@H](O)C[C@H]2N1Cc1ccc(C(C)(C)C)cc1	-2
O=C1CC(c2ccc3c(c2)OCO3)N=C2N(CC3CC3)C/C(=C/c3ccccc3)N12 (stereo unspecified)	-4
COc1ccccc1CNC(=O)CCS(=O)(=O)c1ccc2c(c1)CCCN2C(C)=O	-2
COc1ccc(S(=O)(=O)N2CCC(C(=O)NC3CCCC3)CC2)cc1OC	0
COc1ccc(-c2cc3nc(C)cc(N4CC(C)CC(C)C4)n3n2)cc1 (stereo unspecified)	-2
CC(=O)N1CCN(c2ccc(NC(=O)c3ccco3)cc2)CC1	-2
CC(NC(=O)NC12CC3CC(CC(C3)C1)C2)C1CCCO1 (stereo unspecified)	-3
CCOC(=O)C=Nc1c(N)n(C)c(=O)n(C)c1=O	0
Cc1ccccc1NC(=S)NC(=O)COc1ccccc1C	-4
O=C(CCl)N1CCCC1c1ccc2c(c1)OCCO2 (stereo unspecified)	3
C=Cc1cccc(NC(=O)COc2ccccc2)c1	1
O=C(NC1CCCCCC1)c1ccc[nH]c1=S	-4
O=c1cc(NCCCO)c2ccccc2o1	2

# (cont.)
SMILES	TbREL1 inh
CCOC(=O)[C@]12CCC=C1N(Cc1ccc3c(c1)OCO3)C(=O)[C@H](CC(=O)NCCC(C)C)C2	-2
CC1=C(C(=O)N(C)C)CC(CC(=O)NCc2cccs2)C(=O)N1Cc1ccc(C(C)(C)C)cc1 (stereo unspecified)	-2
CCn1c(=O)cc(SCC(=O)Nc2ccc3c(c2)OCCO3)c2ccccc21	-2
Nc1ccc(-c2nc3ccccc3[nH]2)cc1	5
CC(NC(=O)COC(=O)C1CC1C)c1ccccc1 (stereo unspecified)	-2
CCc1cccc(C)c1NC(=O)CO/N=C(\C)c1cc2ccccc2o1	2
COC(=O)c1ccc(N2CCN(S(=O)(=O)c3c(C)cc(C)cc3C)CC2)c([N+](=O)[O-])c1	0
Cc1cc(-c2csc(NC(=O)c3ccc(S(=O)(=O)N(C)C)cc3)n2)c(C)n1-c1ccccc1	-1
Cc1ccc(CON=C2CCN(c3ncc(C(F)(F)F)cc3Cl)CC2)cc1	7
Cc1ccc(NC(=O)CN(C)CC(=O)Nc2ccc(N3CCOCC3)cc2)c([N+](=O)[O-])c1	8
CCC1Sc2ccc(S(=O)(=O)CCC(=O)Nc3ccc(OC(F)(F)F)cc3)cc2NC1=O (stereo unspecified)	-2
CC(C)[C@H](NC(=O)c1ccccc1F)C(=O)NCc1ccc(S(N)(=O)=O)cc1	3
CN(C(=O)c1cccc(NC(=O)Cc2ccc(NC(=O)C3CCCN(C(=O)CCc4ccccc4)C3)cc2)c1)C1CC1 (stereo unspecified)	1
Cc1cc(=O)[nH]c(SCC(=O)Nc2cccc(S(=O)(=O)N3CCOCC3)c2)n1	-1
CCOc1cc(-c2sc(Nc3ccccc3)n[n+]2-c2ccc(F)cc2)ccc1OC	-3
Cc1ccc(S(=O)(=O)Nc2cccc3c2CCCC3)cc1	-2
O=C(Cn1cnc2ccccc2c1=O)c1ccc(OC(F)F)cc1	0
CCOC(=O)C(C)c1c(C)[nH]c(=S)[nH]c1=O (stereo unspecified)	0
O=C(O)c1ccccc1-c1ccccc1C(=O)NNc1ccccc1	1
CC(C)Oc1ccc(F)cc1-c1cc(C(=O)N2CCc3ccccc3C2)[nH]n1	1
Cc1ccc(-n2nc3c(c2NC(=O)c2ccc(Br)o2)CSC3)c(C)c1	6
O=C(CN(c1ccc2c(c1)OCCO2)S(=O)(=O)c1ccccc1)NCc1ccco1	-2
CCN(C(=O)COc1cc(=O)n(CC)c2ccccc12)c1cc(Cl)ccc1OC	3
COc1ccc(COC(=O)c2nc3nc(C)cc(C)n3n2)cc1F	0
COC(=O)C1(C)Nc2ccccc2C(=O)N1c1ccccc1OC (stereo unspecified)	1
Cc1cccc(C)c1NC(=S)NN(Cc1ccccc1)c1ccccc1	3
COc1cc2ccccc2cc1C(=O)OCC(=O)N(CC(C)C)c1c(N)n(Cc2ccccc2)c(=O)[nH]c1=O	6
COc1ccc(-c2c(C(=O)c3ccccc3)[nH]c(N)c2C(=O)c2c[nH]c3ccccc23)cc1OC	-5
CCCCC(c1nnnn1CC1CCCO1)N1CCN(c2cccc(C)c2C)CC1 (stereo unspecified)	0
COc1ccc(CN2C(=O)[C@H]3Cc4c([nH]c5ccccc45)C(C)(C)N3C2=O)cc1	-2
O=C(COc1ccc(Br)cc1)N1CCc2ccccc2C1	-4
O=C(NCc1ccc(F)cc1)Nc1nnc([C@H]2C[C@H](O)[C@@H](CO)O2)s1	1
Cc1cc(Cl)ccc1OCC(=O)NCCOc1nc(N2CCOCC2)nc(N2CCOCC2)n1	4
O=C(CCCn1c(=O)c2ccccc2n(CC(=O)N2CCN(c3ccccc3)CC2)c1=O)NCc1ccco1	7
Cc1ccc(OCc2nc(C#N)c(NCc3ccc4c(c3)OCO4)o2)cc1	-2

# Screening results as filed in PubChem.
